# GAA850 FXN act: increases GAA850 frataxin promoter reporter activity; HEK293 lucGAA850 FXN promoter luciferase reporter, 24 h; percent of 10 µM SAHA response; activation, % at 6 µM; hit rate 0.56% among 360,000; AID 540364;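 active = activation above the average of all compounds screened plus 3 SD, cutoff fixed separately per campaign, cut at about 7.5% in these data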;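 also: 0% = DMSO wells and 100% = 10 µM SAHA wells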
# hcDAF12 agonist: activators of H. contortus DAF-12 nuclear receptor. hit rate 1.4% among 370,000. HEK293 hcDAF-12 lit1-tk-luc reporter, luminescence; 0% DMSO, 100% Δ7-dafachronic acid. activation, % at 6.8 µM;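 active = activation above the mean of all tested compounds plus 3 SD, cut at about 5.5% in these data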;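 also: 100% = response to 3 µM Δ7-dafachronic acid high control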
# hgDAF-12 ag: hgDAF-12 agonism, primary luciferase screen; HEK293 GAL4-hgDAF12 UAS-luciferase reporter, agonist luminescence; normalized to butyrate control; activation, % at 6.8 µM; hit rate 1.8% among 370,000;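 active = activation above a cutoff set at the mean of all screened compounds plus 3 SD, cut at about 10% in these data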;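 also: 0% = DMSO wells and 100% = sodium butyrate wells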
# HGIII-sPLA2 inh: Blocks human group III sPLA2 activity. Q9NZ20. QFRET BODIPY PC-A2 liposome hydrolysis, fluorescence. inhibition, % at 12.2 µM. hit rate 0.56% among 370,000. AID 743126;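 active = inhibition above mean plus 3 SD of compounds lying within the high and low control bounds, cut at about 19% in these data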;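 also: 0% = median of test compound wells and 100% = no enzyme DMSO wells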
# Target sequence (Q9NZ20 whole entry, looked up): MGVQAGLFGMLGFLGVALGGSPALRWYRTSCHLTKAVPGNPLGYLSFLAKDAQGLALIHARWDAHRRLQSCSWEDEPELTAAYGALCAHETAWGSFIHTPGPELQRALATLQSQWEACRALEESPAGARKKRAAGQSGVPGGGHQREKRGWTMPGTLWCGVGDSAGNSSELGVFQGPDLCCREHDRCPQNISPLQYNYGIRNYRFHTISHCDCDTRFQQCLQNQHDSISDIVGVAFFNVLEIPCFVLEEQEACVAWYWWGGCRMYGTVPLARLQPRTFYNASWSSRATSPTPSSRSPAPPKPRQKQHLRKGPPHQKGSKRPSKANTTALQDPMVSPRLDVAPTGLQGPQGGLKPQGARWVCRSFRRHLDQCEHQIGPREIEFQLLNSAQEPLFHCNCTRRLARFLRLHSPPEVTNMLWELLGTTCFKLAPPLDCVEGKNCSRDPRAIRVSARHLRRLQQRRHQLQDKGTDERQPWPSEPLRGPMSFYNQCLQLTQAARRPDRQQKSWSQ
# SMARCA2 activ: increases SMARCA2 function in MMTV reporter cells; AID 652017; activation, % at 9.1 µM; hit rate 1% among 370,000; MG213 cells, MMTV-luciferase reporter, dexamethasone, overnight; in the data active = activation above about 7.8%;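 also: 0% = vehicle wells and 100% = reference activator wells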
# ADAM10 inh: ADAM10 inhibition, QFRET primary screen; recombinant ADAM10, EDANS/DABCYL FRET peptide cleavage, 3 h; hit rate 0.62% among 370,000; O14672; inhibition, % at 7 µM;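 active = inhibition above a per-campaign cutoff equal to the mean of compounds falling between control-based bounds plus 3 SD, cut at about 20% in these data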;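 also: 0% = DMSO wells while the 100% control is not disclosed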
# ssDAF-12 act: activates DAF-12 receptor from parasite S. stercoralis | HEK293 ssDAF-12/GRIP1 lit1-tk-luc reporter, luminescence; % of 3 µM dafachronic acid response | activation, % at 6.8 µM | hit rate 1% among 370,000 | AID 652126;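 active = activation above the mean over all tested compounds plus 3 SD, cut at about 0.9% in these data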;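 also: 0% = DMSO-only wells and 100% = 3 µM delta7-dafachronic acid wells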
# GC-A act: GC-A (human) enzyme activation. activation, % at 10 µM. hit rate 0.14% among 370,000. HEK293 GC-A cells, cGMP TR-FRET, EC30 ANP; 0% at EC30 ANP, 100% saturating ANP. AID 1671463. P16066; in the data active = activation above about 40%
# DAX1 inh-1: inhibits human nuclear receptor DAX1 | P51843 | HEK293 Gal4-DAX1 luciferase reporter, luminescence | inhibition, % at 6.75 µM | hit rate 0.99% among 340,000 | AID 504766;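 active = inhibition above the mean over all tested compounds plus 3 SD, cut at about 4.2% in these data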;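 also: 0% = DAX1-transfected cells with DMSO and 100% = empty-vector control cells with DMSO; inhibition shows as a rise in luminescence from relieved DAX1 repression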
# Target sequence (P51843 207-470 limits assumed): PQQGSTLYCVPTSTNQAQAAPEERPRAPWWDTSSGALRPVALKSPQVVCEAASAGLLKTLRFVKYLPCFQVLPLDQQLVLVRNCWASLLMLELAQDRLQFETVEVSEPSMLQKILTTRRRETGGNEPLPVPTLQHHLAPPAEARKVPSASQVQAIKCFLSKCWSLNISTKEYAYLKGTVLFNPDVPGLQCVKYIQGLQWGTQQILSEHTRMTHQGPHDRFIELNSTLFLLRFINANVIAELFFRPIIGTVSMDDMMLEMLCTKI
# NPR2 activator: GC-B (human) receptor activation; activation, % at 10 µM; AID 1920062; hit rate 0.11% among 370,000; HEK293-GC-B cells, CNP EC30, cGMP TR-FRET; 0% at EC30 CNP, 100% saturating CNP; P20594;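 active = activation at 10 µM reaching about 35% in either raw or pattern-adjusted values, limit read from the data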
# DAX1 inh-2: blocks DAX1 repression of SF-1 activated StAR promoter; HEK293T StAR-luciferase reporter, SF-1/DAX-1 repression relief; AID 652010; hit rate 1.1% among 370,000; inhibition, % at 6.8 µM;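 active = inhibition above the mean over all tested compounds plus 3 SD, cut at about 3.6% in these data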;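 also: 0% = DAX-1 cells with DMSO and 100% = cells lacking DAX-1 with DMSO; higher inhibition means more luminescence from relief of DAX-1 repression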
# The depositor's hits bear a star; i = inactive; / = not tested or not shown.
SMILES,GAA850 FXN act,hcDAF12 agonist,hgDAF-12 ag,HGIII-sPLA2 inh,SMARCA2 activ,ADAM10 inh,ssDAF-12 act,GC-A act,DAX1 inh-1,NPR2 activator,DAX1 inh-2
Cc1ccc(C(c2c(C)[nH][nH]c2=O)c2c(C)[nH][nH]c2=O)cc1,1.8,0.9,-3.7,-30,-3,-3,-1.3,8,-1.0,-2,-0.6
CC1=CC(C)(C)NC(=O)N1c1ccc(C)cc1,1.2,1.7,2.1,-8,2,7,-1.4,1,1.6,2,0.0
COc1ccc(N2CCN(C(=O)CSc3ccccc3N)CC2)cc1,1.7,4.5,-0.3,13,-2,-8,-0.2,2,1.1,1,0.2
O=C(Nc1ccc(C(=O)O)cc1)/C(=C/c1cccc(Br)c1)NC(=O)c1ccco1,0.6,0.0,-0.4,0,2,-2,-1.4,-3,1.3,0,-0.1
CC1(Cc2ccc(F)cc2)C(=O)Nc2c(Cl)ccc(Cl)c21 (configuration not stated),-0.2,-1.8,-1.2,-6,-2,4,-1.5,-4,/,-3,-1.2
O=C(Nc1ccc2c(c1)OCO2)C(c1ccc(Cl)cc1)N1CCC2(CC1)OCCO2 (configuration not stated),-1.1,-3.1,-3.0,-13,-1,3,-1.1,-3,-0.5,-3,-0.2
C/C(CC(=O)NCc1ccc(Cl)cc1)=N\NC(=O)Cc1ccccc1,3.2,-1.5,-1.2,-7,0,-1,-1.2,-1,-1.3,1,-0.3
COc1ccccc1C=NNC(=O)c1ccncc1,-1.5,-0.4,1.2,-3,2,1,-1.1,-1,2.2,3,-0.9
COc1cc(Cl)ccc1OCc1cc(C(=O)NC(C)Cc2cccnc2)no1 (configuration not stated),4.8,-0.5,2.6,-7,3,-3,-1.2,7,0.6,3,1.4
Cn1nc(C(F)(F)F)c(/C=N/OC(=O)c2ccccc2)c1SCc1ccccc1Cl,-0.6,-1.8,0.3,-3,0,1,-1.6,5,-1.4,-3,-0.8
O=C(NCc1ccccc1)c1cc(C2CCCN(S(=O)(=O)c3cccc4cccnc34)C2)on1 (configuration not stated),-1.0,-2.3,-1.3,-10,5,5,-1.1,0,/,2,-0.9
O=C1NC2(CCCCC2)Cc2ccccc21,2.3,-2.1,-0.6,-4,-4,6,-2.0,-1,-0.1,2,0.6

# An excerpt from above in order of count of non-hydrogen atoms, largest number first:
SMILES,GAA850 FXN act,hcDAF12 agonist,hgDAF-12 ag,HGIII-sPLA2 inh,SMARCA2 activ,ADAM10 inh,ssDAF-12 act,GC-A act,DAX1 inh-1,NPR2 activator,DAX1 inh-2
O=C(NCc1ccccc1)c1cc(C2CCCN(S(=O)(=O)c3cccc4cccnc34)C2)on1 (configuration not stated),-1.0,-2.3,-1.3,-10,5,5,-1.1,0,/,2,-0.9
Cn1nc(C(F)(F)F)c(/C=N/OC(=O)c2ccccc2)c1SCc1ccccc1Cl,-0.6,-1.8,0.3,-3,0,1,-1.6,5,-1.4,-3,-0.8
O=C(Nc1ccc(C(=O)O)cc1)/C(=C/c1cccc(Br)c1)NC(=O)c1ccco1,0.6,0.0,-0.4,0,2,-2,-1.4,-3,1.3,0,-0.1
C/C(CC(=O)NCc1ccc(Cl)cc1)=N\NC(=O)Cc1ccccc1,3.2,-1.5,-1.2,-7,0,-1,-1.2,-1,-1.3,1,-0.3
Cc1ccc(C(c2c(C)[nH][nH]c2=O)c2c(C)[nH][nH]c2=O)cc1,1.8,0.9,-3.7,-30,-3,-3,-1.3,8,-1.0,-2,-0.6
CC1(Cc2ccc(F)cc2)C(=O)Nc2c(Cl)ccc(Cl)c21 (configuration not stated),-0.2,-1.8,-1.2,-6,-2,4,-1.5,-4,/,-3,-1.2
COc1ccccc1C=NNC(=O)c1ccncc1,-1.5,-0.4,1.2,-3,2,1,-1.1,-1,2.2,3,-0.9
CC1=CC(C)(C)NC(=O)N1c1ccc(C)cc1,1.2,1.7,2.1,-8,2,7,-1.4,1,1.6,2,0.0
O=C1NC2(CCCCC2)Cc2ccccc21,2.3,-2.1,-0.6,-4,-4,6,-2.0,-1,-0.1,2,0.6

# Next section:
SMILES,GAA850 FXN act,hcDAF12 agonist,hgDAF-12 ag,HGIII-sPLA2 inh,SMARCA2 activ,ADAM10 inh,ssDAF-12 act,GC-A act,DAX1 inh-1,NPR2 activator,DAX1 inh-2
C#CCNC(=O)C[C@H]1C[C@@]2(C(=O)OCC)CCCC3=C2N(CCC3)C1=O,/,0.3,-1.4,9,-1,-2,0.2,-1,/,1,-1.2
Cc1ccc(C2C=C(c3ccc4c(c3)OCO4)Nc3ncnn32)cc1 (configuration not stated),-0.9,-1.6,-2.1,-10,0,-155,-1.5,2,-0.2,4,-0.3
O=C(CCN1c2ccccc2Sc2ccccc21)OCC(=O)N1CCN(C(=O)c2ccco2)CC1,2.2,0.3,2.1,8,-2,8,-1.1,-8,-0.8,-5,-0.3
O=C(COc1ccc(Br)cc1F)NC1CCN(Cc2ccccc2)CC1,0.6,0.7,0.6,-12,-2,7,-1.3,-10,0.2,-19,-0.6
O=C(N/N=C/c1cc([N+](=O)[O-])ccc1O)c1cccc2ccccc12,-5.2,0.6,-2.6,3,5,-3,-0.6,-3,0.2,-9,1.5
CC(NCc1ccco1)C(=O)N1CCN(c2cccc(C(F)(F)F)c2)CC1 (configuration not stated),/,-0.8,-0.6,-1,-2,1,-1.7,1,/,-1,-1.6
Cc1ccc(Cn2c(C)c(C(=O)NCc3cccc(C(F)(F)F)c3)sc2=O)cc1,-0.5,-1.8,-3.7,1,-1,-7,-0.5,2,/,1,1.0
COc1cccc(C(=O)Nc2ccc(NC(=O)c3cc4ccccc4o3)c(OC)c2)c1,2.6,-0.4,0.2,-5,-1,-3,-1.6,-3,-1.3,-4,-0.5
COc1ccc(C(=O)NCCC2=CCCCC2)cc1S(=O)(=O)N1CCOCC1,1.2,-0.5,-0.2,-1,3,-6,-1.0,0,-0.3,3,1.4
C[C@@H](c1ccccc1)N1Cc2ccccc2Oc2cc(Br)ccc2S1(=O)=O,0.3,-0.5,1.1,2,-4,4,-1.7,-1,0.5,2,-0.1
Cc1ccc(S(=O)(=O)NCCC(=O)N2CCN(S(=O)(=O)c3ccccc3)CC2)cc1C,0.8,0.5,-0.9,-8,-3,-12,-1.5,4,-0.5,1,-1.0
CC(CC(=O)Nc1nc2ccccc2[nH]1)n1ccnc1 (configuration not stated),1.0,2.2,2.2,5,-2,6,-1.3,-4,0.2,3,-0.1
CCN(CC)C(=O)C1=C(C)N(Cc2ccccc2)C(=O)C(CC(=O)NCCCN(C)C)C1 (configuration not stated),-1.2,-2.2,-3.3,13,-2,-4,-1.5,-5,1.6,-11,-0.7
CNc1cncc(-c2ccc(C)cc2)n1,5.2,2.1,10,1,5,i,-1.2,0,/,0,1.4
COCc1c(N)c(C)nc(Cl)c1C#N,1.7,0.2,-0.5,4,2,-175,-1.1,0,0.0,-2,0.0
NC(=O)c1ccccc1NS(=O)(=O)c1ccccc1,-1.6,0.2,-0.7,-1,4,-66,-1.5,4,1.8,4,-0.1
CCOCCN1CCN(c2c3c(nc4cc(-c5ccc(F)cc5)nn24)CCC3)CC1,2.7,-0.8,1.7,-2,3,-9,-1.7,-2,-1.1,-11,-0.3
CN(C(=O)COC(=O)c1cc([N+](=O)[O-])ccc1N1CCCC1)C1CCS(=O)(=O)C1 (configuration not stated),1.4,-1.4,-1.5,5,-4,5,-0.7,-2,-0.2,0,0.2
CC(C)CNC(=S)Nc1ccc(Oc2ccccc2)cc1,1.5,-2.1,1.2,-1,-3,0,-1.3,2,0.5,10,-0.5
O=C(/C=C/c1ccc(O)c(O)c1)OC(Cc1ccc(O)c(O)c1)C(=O)O (configuration not stated),-0.7,0.4,0.8,-2,1,-22,-1.1,3,-0.7,7,-0.6
CC(C)c1ccc(O)c(NC(=O)c2ncn[nH]2)c1,-0.7,0.6,3.4,-48,-4,-8,-1.2,3,-0.2,-1,0.4
CCNC(=S)Nc1ccc(Cl)c(C(F)(F)F)c1,2.6,0.1,-2.3,4,1,1,-2.3,5,-1.2,8,-1.3
COC(=O)CNC(=O)c1ccccc1C,0.7,-1.1,2.4,4,-1,1,0.2,6,2.1,4,-0.5
CCCCN(CCCC)C(=O)c1cc2ccccc2c(=O)o1,-2.4,-3.4,2.9,6,-5,-6,-0.9,-4,-0.9,-5,0.1
O=C(CN1C(=O)C2CCCCC2C1=O)Nc1ccccc1C(=O)O (configuration not stated),-0.1,0.2,-2.8,0,0,-2,-0.6,1,-0.7,3,0.0
CCOC(=O)c1nnn(-c2nonc2N)c1CSc1ccccn1,2.8,-2.3,-2.8,-1,-3,1,-0.8,-4,0.3,3,-0.2
Cn1c(SCC(=O)N2CCCC2)nc2c(c1=O)SCC2,1.8,1.9,1.1,-4,4,-3,-1.1,2,0.3,2,-0.2
COc1cc(C(=O)OCCc2cc3ccccc3c(=O)o2)cc(OC)c1OC,-1.9,-2.4,-1.1,0,-1,7,-2.0,-5,-3.6,-7,-1.5
Cc1ccc(N(CC(=O)NC2CCCCC2)S(=O)(=O)c2cccs2)cc1,0.0,3.3,-0.8,9,1,0,-0.1,-2,1.6,-1,0.1
CCN(CC)S(=O)(=O)c1ccc(C)c(NC(=O)CSc2ncc(C(F)(F)F)cc2Cl)c1,-0.4,-1.1,-0.7,-4,6,4,-1.5,-1,1.1,-1,-0.5
Cc1nc(N2CCCCC2C)c2c(C)c(C(=O)Nc3cccc(C(F)(F)F)c3)sc2n1 (configuration not stated),-1.2,-2.0,1.1,3,1,-7,-1.8,-5,-1.8,0,0.4
CCn1c2ccccc2c2cc(CN3CCN(S(C)(=O)=O)CC3)ccc21,-1.8,-3.1,0.4,-32,-1,-18,-1.9,0,-2.9,-7,-1.4
Cc1ccc(Cl)cc1NS(=O)(=O)c1ccc2c(c1)NC(=O)C(C)C(=O)N2 (configuration not stated),0.1,2.2,2.4,-5,-3,-10,-1.3,0,1.4,4,0.3
COCC(C)n1c(SCC(=O)Nc2c(C)n(C)n(-c3ccccc3)c2=O)nc2ccccc2c1=O (configuration not stated),-3.0,-1.0,-1.8,6,0,-9,-0.9,1,0.5,2,-0.7
CCOc1ccccc1NC(=O)/C=C/c1ccccc1[N+](=O)[O-],2.1,-1.4,0.1,1,-2,0,-0.9,-4,0.6,-1,0.0
Cc1ccc(S(=O)(=O)NCCC(=O)OCC(=O)Nc2cccc(Cl)c2)cc1,-0.9,-2.6,-1.6,-28,5,6,-1.2,-2,0.1,-5,0.1

# Screening data (PubChem)
